Screening results deposited in PubChem by National Center for Advancing Translational Sciences (NCATS).
Hsp90 Hop PPI: changes Hsp90-Hop TPR2A binding signal, up or down; AlphaScreen TPR2A-His6 binding biotin-Hsp90 C-terminal peptide; Potency, µM (series often up to 57 µM), for inactives: at the top dose activity change, negative = inhibition; hit rate 0.44% among 71,000; active = well fitted curve in either direction with a large enough effect; inconclusive = small, poorly fitted or top-dose-only effect, or another doubt; note: potency is the fitted concentration of half-maximal effect; % is set by controls: 0 for no effect and ±100 for the full control effect; many of its hits are not listed in these tables
4-MU autofl: compounds fluorescent in 4-MU spectral region; compound autofluorescence, 340/450 nm, 4-MU equivalents; active compounds read high; max dye-equivalent concentration, M; hit rate 11% among 59,000; in the data active = max dye-equivalent concentration above about 10 nM; inconclusive = mostly about 1.1 nM to 9.6 nM
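Compounds in 100 mM Tris, pH 8.0, incubated 15 min at room temperature, then fluorescence read at 340 nm excitation/450 nm emission. Signal converted to 4-MU dye-equivalent concentration using an on-plate six-point 4-MU standard curve.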
GFP derepression: derepresses silenced GFP locus in mouse C127i cells | mouse C127i GFP locus derepression, cytometry, 30 h | Potency, µM (series often up to 46.1 µM), inactives show at the highest dose GFP derepression (activation) | hit rate 0.09% among 68,000; note: % of control where 0% means no effect
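Derepression screen: silenced CMV-GFP reporter in murine C127i cells, 30 h compound incubation at 37 C, washed cells imaged by laser-scanning cytometer to enumerate GFP-expressing objects of 20 to 120 um.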
Fluorescein fluor: compound autofluorescence in fluorescein spectral region; max fluorescein-equivalent concentration, M; Compound autofluorescence, 480/540 nm, fluorescein-equivalent; active compounds read high; hit rate 0.91% among 59,000; in the data active = max fluorescein-equivalent concentration above about 10 nM; inconclusive = between about 1.1 nM and that limit
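Read-out is intrinsic compound fluorescence at 480/540 nm (excitation/emission), expressed as dye-equivalent concentration using a fluorescein standard series run on every plate. Compounds sat 15 min at room temperature in 100 mM Tris, pH 8.0.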
HADH2 inhib: HADH2 (human) dehydrogenase inhibition; recombinant HADH2, NADH fluorescence, beta-hydroxybutyryl-CoA; Potency, µM (top dose mostly 57.1 µM), for the others: at the highest dose activity change, negative = inhibition, actives largely listed as inhibitors; hit rate 3.4% among 73,000; note: potency is the fitted concentration of half-maximal effect; % is set by controls: 0 for no effect and ±100 for the full control effect; nearly all actives have a fitted effect of over 60% in size; many of its hits are not listed in these tables
Target sequence (Q99714 whole entry, looked up, one chain of several): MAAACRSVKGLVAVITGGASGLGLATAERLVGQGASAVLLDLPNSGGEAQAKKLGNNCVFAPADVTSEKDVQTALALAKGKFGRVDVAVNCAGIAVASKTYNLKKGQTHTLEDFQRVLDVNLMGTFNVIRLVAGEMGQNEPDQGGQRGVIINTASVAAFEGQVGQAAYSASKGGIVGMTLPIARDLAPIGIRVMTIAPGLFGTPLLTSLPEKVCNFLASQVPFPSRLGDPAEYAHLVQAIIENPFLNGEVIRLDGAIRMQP
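His-tagged recombinant enzyme from E. coli, 20 nM, preincubated 15 min RT with compound; reaction started with 1 mM NAD+ and 90 uM beta-hydroxybutyryl-CoA in 100 mM Tris-HCl pH 9.0. NADH fluorescence (ex 360/em 450) read over 4 min; last-minus-first difference.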
TexasRed autofl: Texas Red region autofluorescence. AID 587. hit rate 0.06% among 59,000. max dye-equivalent concentration, M. Compound fluorescence, Texas Red channel, 547/618 nm; active compounds read high; in the data active = max dye-equivalent concentration above about 10 nM; inconclusive = between about 1.1 nM and that limit
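qHTS profiling of intrinsic compound fluorescence; 100 mM Tris pH 8.0; 15 min RT; ex 547 / em 618 nm; response expressed as Texas Red dye-equivalent concentration from six-point plate standard.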
Ub-GFP proteasome: ubiquitin-GFP accumulation via proteasome inhibition | Ubiquitin-GFP reporter cells, proteasome inhibition, GFP fluorescence; response scale: untreated = 0%, 10 µM MG-132 = 100% | Potency, µM (series often up to 45.9 µM), for inactives: top-dose activation (GFP accumulation), usual class: activators | 67,000 tested, under 10 active; active = well fitted activation curve with a large enough effect, not every such curve was filed as active; inconclusive = small, poorly fitted or top-dose-only effect, or another doubt; inactive = no such curve, though single readings can be large or run the other way; note: potency is the fitted concentration of half-maximal effect
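GFP accumulation read-out: laser plate cytometry counting ubiquitin(G76V)-GFP-expressing U2OS cells after 4 hr compound exposure at 37 °C. Titrations spanned 46 uM to 2.9 nM; 0% = basal, 100% = 10 uM MG-132; concentration-response curves fitted.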
HBB splice mod: hemoglobin beta splicing modulation; Potency, µM (top dose mostly 46.1 µM), for the others: top-dose activation, hits mostly activators; hit rate 0.06% among 65,000; HBB splicing reporter cell assay, activation; EGFP reporter with mutant IVS2-654 intron; response scale: normalised to 500 nM splice-correcting PNA; note: potency is the fitted concentration of half-maximal effect; 0% is about no effect
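HeLa cells stably expressing EGFP interrupted by mutant beta-globin intron 2 (IVS2-654), 500/well in 2% FCS. Treated with compound for 2 days at 37C. Splicing correction scored as total well GFP intensity (488 nm excitation, 500-520 nm emission); 500 nM antisense PNA served as control.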
Rhodamine fluor: rhodamine region autofluorescence; Rhodamine-region fluorescence, 547/598 nm, Tris buffer; active compounds read high; max dye-equivalent concentration, M; hit rate 0.05% among 59,000; AID 594; in the data active = max dye-equivalent concentration above about 11 nM; inconclusive = between about 1.1 nM and that limit
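qHTS spectral profiling of compounds without any target or enzyme present, in pH 8.0 Tris buffer; plates were read after a 15-minute room-temperature incubation using the rhodamine-region filter set.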
15-hLO inh: blocks human 15-lipoxygenase activity; purified 15hLO-1, xylenol orange hydroperoxide absorbance; AID 887; P16050; hit rate 1.4% among 74,000; Potency, µM (titrated, usually from 57.1 µM), for inactives: top-dose activity change, negative = inhibition, most hits filed as inhibitors; note: potency is the fitted concentration of half-maximal effect; % is set by controls: 0 for no effect and ±100 for the full control effect; nearly all actives have a fitted effect of over 55% in size
Target sequence (P16050 whole entry, looked up): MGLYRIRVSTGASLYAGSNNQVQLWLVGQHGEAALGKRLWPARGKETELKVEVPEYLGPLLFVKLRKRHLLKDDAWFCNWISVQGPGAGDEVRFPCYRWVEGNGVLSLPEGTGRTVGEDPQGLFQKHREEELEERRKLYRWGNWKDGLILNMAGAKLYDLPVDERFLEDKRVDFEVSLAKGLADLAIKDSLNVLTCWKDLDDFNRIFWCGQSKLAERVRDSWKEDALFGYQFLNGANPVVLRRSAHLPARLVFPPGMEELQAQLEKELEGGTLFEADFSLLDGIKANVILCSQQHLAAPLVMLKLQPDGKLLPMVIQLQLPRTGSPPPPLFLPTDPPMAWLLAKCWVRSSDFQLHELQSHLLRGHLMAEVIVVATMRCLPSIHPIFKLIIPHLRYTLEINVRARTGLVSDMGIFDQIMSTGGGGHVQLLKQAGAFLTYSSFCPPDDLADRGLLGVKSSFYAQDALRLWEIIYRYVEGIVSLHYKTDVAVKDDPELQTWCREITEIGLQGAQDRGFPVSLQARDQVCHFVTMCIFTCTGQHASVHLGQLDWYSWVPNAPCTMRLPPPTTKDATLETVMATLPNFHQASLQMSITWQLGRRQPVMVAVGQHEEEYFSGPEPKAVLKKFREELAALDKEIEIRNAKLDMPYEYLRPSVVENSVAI
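Inhibition is scored from a chromogenic endpoint. After 15 min enzyme-compound contact, arachidonic acid (50 uM final) reacts 6 min with 40 nM 15hLO-1 at room temperature, then Fe-XO reagent is added for 30 min and absorbance ratio recorded.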
Pol III holo inh: blocks replication by bacterial DNA polymerase III holoenzyme; reconstituted DNA polymerase III holoenzyme replication, biochemical; Potency, µM (titrated, usually from 57.1 µM), without a hit: at the highest dose activity change, negative = inhibition; hit rate 0.25% among 71,000; AID 603; note: potency is the fitted concentration of half-maximal effect; % is set by controls: 0 for no effect and ±100 for the full control effect
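Reconstituted *E. coli* holoenzyme (0.35 nM Pol III, 1 nM beta, 154 nM SSB, 2 nM primase) was preincubated with compound for 15 min at RT. Synthesis on 1.4 nM ssM13Gori ran 35 min, then was stopped with PicoGreen/EDTA and read as dsDNA fluorescence.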
* hit, by the source's call; i = inactive; ? = inconclusive; / = no result given; [ ] = another dose, or the depositor's remark. Unless noted, calls come from the whole dose curve; as a rule, active = well fitted curve in the direction sought with a large enough effect; inconclusive = small, poorly fitted or top-dose-only effect, or another doubt; inactive = no such curve, though single readings can be large; an effect the other way counts as inactive or inconclusive.

mol,Hsp90 Hop PPI,4-MU autofl,GFP derepression,Fluorescein fluor,HADH2 inhib,TexasRed autofl,Ub-GFP proteasome,HBB splice mod,Rhodamine fluor,15-hLO inh,Pol III holo inh
Cc1ccc(S(=O)(=O)N2CCN(C(=O)CN3CCOCC3)C2)cc1,-3%,?,0%,i,-1%,i,-9%,-1.1%,i,9%,-2%
O=C(COc1ccccc1)Nc1ccccc1N1CCN(c2ccccc2)CC1,2%,i,1%,i,12%,i,-1%,/,i,-12%,4%
CN1CCN(C2=C(Cl)C(=O)N(c3ccc(Cl)cc3)C2=O)CC1,-4%,i,-6%,i,0%,?,-1%,2.8%,i,10%,-2%
CCC(=O)Nc1c(C)cc(C)cc1Cl,-8%[11 µM],/,-2%,/,0%[11.4 µM],/,9%[9.17 µM],-1.9%[0.0738 µM],/,12%[11.4 µM],-2%[11.4 µM]
O=C(O)CCc1ccc(-c2ccc(Br)cc2)o1,-3%,i,4%,i,?,i,-1%,-0.2%,i,-22%,-2%
COc1cc(C2C(C#N)=C(N)Oc3cc(C)n(CC4CCCO4)c(=O)c32)cc2c1OCO2 (stereo unspecified),-2%,?,4%,i,1%,?,6%,2.3%[1.84 µM],i,10%,-4%
O=C(CCC1N=C2c3ccccc3N=C(SCc3ccccc3Cl)N2C1=O)NCc1ccco1 (stereo unspecified),-10%,7.4e-08M*,2%,i,?,i,4%,0.8%,i,-16%,0%
CCOC(=O)CNC(=O)CSc1nnc(Cn2c(=O)sc3ccccc32)n1-c1ccccc1C,-5%,i,-2%,i,-6%,i,-4%,4.1%[1.84 µM],i,-6%,3%
Cc1cccc(CNc2ncnc3ccc(-c4ccc5c(c4)OCO5)cc23)c1,2%,i,-4%[9.22 µM],i,?,i,-2%,0.8%,i,-10%,3%
ClCCl,-4%,/,/,/,-2%,/,/,-0.5%,/,0%,10%
O=C(CSCc1n[nH]c(=O)[nH]1)NCCOc1cccc(Oc2ccccc2)c1,-2%,1.7e-07M*,2%,i,8%,?,2%,-2.0%,i,4%,1%
Cn1nnnc1SCC(=O)N1c2ccccc2CCc2ccccc21,1%,i,3%,?,1%,?,0%,-1.9%,i,-11%,-3%
CCOC(=O)N1CCN(C(=O)c2ccc(N3C(=O)c4ccccc4C3=O)cc2)CC1,4%,i,2%,i,-7%,i,-6%,0.6%,i,0%,-10%
Cc1cccc(NS(=O)(=O)c2ccc(Oc3ccccc3)cc2)n1,1%,i,-2%,i,-11%,?,-6%,-1.2%,i,-2%,-5%
O=C(O)CSCC(=O)Nc1ccc(S(=O)(=O)N2CCCCC2)cc1,/,i,33%[20.6 µM],?,/,i,/,/,i,/,/
COCCNc1nc(C(C)(C)C)nc2c1nnn2Cc1ccccc1Cl,1%,?,-2%,?,14%,?,4%,-0.3%[57.5 µM],i,-1%,-2%
COC(=O)c1ccc(CSc2ccc3nnc(-c4cccc(F)c4)n3n2)o1,-2%,/,/,/,?,/,-3%,-0.5%,/,?,-8%
CCC(Oc1ccccc1)C(=O)Nc1cc(C)on1 (stereo unspecified),0%,/,7%,/,10%,/,0%,0.2%,/,-5%,-1%
O=C(O)C1CCC(=O)N1C1CCCC1 (stereo unspecified),-1%,i,0%,i,4%,i,-12%,-0.7%,i,-1%,0%
CCN1C(=O)c2cccc3c(S(=O)(=O)NCc4ccco4)ccc1c23,4%,3.5e-07M*,-1%,?,0%,?,-7%,-5.4%,i,?,-3%
COc1ccccc1N1CCN(C(=O)c2nn(-c3ccccc3OC)c(=O)c3ccccc23)CC1,-3%,i,1%,i,1%,?,6%,-0.4%,i,-3%,-6%
Brc1c(CSc2nc3ccccc3o2)nc2ncccn12,-2%,2.6e-07M*,1%,i,25µM*,i,4%,-0.3%[57.5 µM],i,7%,-3%
Cc1c(N)cccc1[N+](=O)[O-],1%,/,/,/,-2%,/,/,0.0%,/,-7%,0%
COCCn1c(C23CC4CC(CC(C4)C2)C3)n[nH]c1=S,-2%,i,0%,?,-27%,i,-1%,0.8%,i,-12%,-1%
CCN(CC)CCCC(C)n1c(-c2ccccc2)nc2c(NCCO)nc(C)nc21 (stereo unspecified),-1%,/,/,/,?,/,6%,-0.4%,/,-16%,-5%
COc1cc(CNC2CCCC2)cc(OC)c1,-3%,/,2%,/,-7%,/,-9%,-0.4%,/,-26%,3%
CCOC(=O)N1CCC(N2C(=O)c3cc(C(=O)NC4CCCCC4)ccc3C2O)CC1 (stereo unspecified),-1%[2.3 µM],/,/,/,-16%,/,3%,-0.5%,/,-3%,-2%
C=CCNC(=O)CCCCCNS(=O)(=O)c1ccc(OC)cc1,-3%,i,-2%,i,7%,i,-4%,2.0%[1.84 µM],i,6%,2%
Cc1[nH]nc2c1-c1nc3ccccc3nc1C(C)(C)C2,-2%,1.9e-06M*,0%,i,32µM*,?,3%,-1.2%,i,-2%,0%
NC(=O)C(c1ccccc1)C1CCCC1 (stereo unspecified),/,i,0%[20.6 µM],i,/,i,/,/,i,/,/
Cc1nn(C(=O)c2cccs2)c(C)c1CN1C(=O)c2ccccc2C1=O,-1%,i,3%,?,3%,i,-1%,0.9%,i,3%,1%
O=S(=O)(c1ccccc1)N1CCC2(CCCN(c3ccccn3)C2)CC1,4%,i,12%[9.22 µM],i,-14%,i,-12%,2.5%,i,-21%,3%
CC1CCN(CCNC(=O)CN(C)S(=O)(=O)c2cccc3nsnc23)CC1,-2%,i,-2%,i,5%,i,1%,-0.9%,i,3%,5%
CCOc1ccc(C2CC(c3ccccc3C)n3ncnc3N2)cc1 (stereo unspecified),-3%[2.3 µM],/,/,/,14%,/,8%,-0.1%,/,10%,-2%
CC(C)C1=C2CCCCC2NC(=O)N1 (stereo unspecified),1%,?,1%,?,-23%,?,2%,0.2%[57.5 µM],i,-7%,-5%
O=C(CSc1nc(C2CC2)nc2sc3c(c12)CCCC3)NCc1ccco1,-1%,i,0%,?,1%,i,-4%,0.2%[57.5 µM],i,7%,?
CC(C)(C)c1ccc(C(=O)Nc2cnccn2)cc1,-5%,i,3%,i,3%,i,8%,-3.3%,i,-2%,-2%
O=C(COc1nsnc1N1CCOCC1)N1CCOCC1,-2%,i,-2%,i,8%,i,8%,-0.2%,i,2%,-9%

Reformatted: entries from further up
Second line of a record – Hsp90 Hop PPI	4-MU autofl	GFP derepression	Fluorescein fluor	HADH2 inhib	TexasRed autofl	Ub-GFP proteasome	HBB splice mod	Rhodamine fluor	15-hLO inh	Pol III holo inh
O=S(=O)(c1ccccc1)N1CCC2(CCCN(c3ccccn3)C2)CC1
  4%	i	12%[9.22 µM]	i	-14%	i	-12%	2.5%	i	-21%	3%
CC1CCN(CCNC(=O)CN(C)S(=O)(=O)c2cccc3nsnc23)CC1
  -2%	i	-2%	i	5%	i	1%	-0.9%	i	3%	5%
CCOc1ccc(C2CC(c3ccccc3C)n3ncnc3N2)cc1 (stereo unspecified)
  -3%[2.3 µM]	/	/	/	14%	/	8%	-0.1%	/	10%	-2%
CC(C)C1=C2CCCCC2NC(=O)N1 (stereo unspecified)
  1%	?	1%	?	-23%	?	2%	0.2%[57.5 µM]	i	-7%	-5%
O=C(CSc1nc(C2CC2)nc2sc3c(c12)CCCC3)NCc1ccco1
  -1%	i	0%	?	1%	i	-4%	0.2%[57.5 µM]	i	7%	?
CC(C)(C)c1ccc(C(=O)Nc2cnccn2)cc1
  -5%	i	3%	i	3%	i	8%	-3.3%	i	-2%	-2%
O=C(COc1nsnc1N1CCOCC1)N1CCOCC1
  -2%	i	-2%	i	8%	i	8%	-0.2%	i	2%	-9%

The list is partial; rates above refer to the full screens.
